DT40 TDP1 CPT: qHTS for Inhibitors of human tyrosyl-DNA phosphodiesterase 1 (TDP1): qHTS in cells in presence of CPT; actives 12% (n = 420,000); Potency, µM (highest dose often 46.2 µM), for the others: top-dose activity change, negative = growth inhibition, hits mostly inhibitors; chicken DT40 Tdp1-/-;hTDP1 cells + 20 nM CPT, ATP luminescence, 48 h; note: nearly all actives have a fitted effect of over 55% in size
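Cell growth measured by CellTiter-Glo luminescence after a minimum 48 h, 37 C compound exposure with 20 nM CPT in Tdp1-knockout DT40 cells stably expressing hTDP1, seeded 400/well; qHTS titration format.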
KAT2A inh: qHTS Assay for Inhibitors of GCN5L2. Histone acetyltransferase KAT2A (Homo sapiens), Q92830. GCN5L2 HAT assay, ThioGlo1 CoA-SH fluorescence. Potency, µM (series often up to 58.9 µM), inactives show top-dose activity change, negative = inhibition, usual class: inhibitors. actives 0.21% (n = 390,000)
Target sequence (Q92830 whole entry, looked up): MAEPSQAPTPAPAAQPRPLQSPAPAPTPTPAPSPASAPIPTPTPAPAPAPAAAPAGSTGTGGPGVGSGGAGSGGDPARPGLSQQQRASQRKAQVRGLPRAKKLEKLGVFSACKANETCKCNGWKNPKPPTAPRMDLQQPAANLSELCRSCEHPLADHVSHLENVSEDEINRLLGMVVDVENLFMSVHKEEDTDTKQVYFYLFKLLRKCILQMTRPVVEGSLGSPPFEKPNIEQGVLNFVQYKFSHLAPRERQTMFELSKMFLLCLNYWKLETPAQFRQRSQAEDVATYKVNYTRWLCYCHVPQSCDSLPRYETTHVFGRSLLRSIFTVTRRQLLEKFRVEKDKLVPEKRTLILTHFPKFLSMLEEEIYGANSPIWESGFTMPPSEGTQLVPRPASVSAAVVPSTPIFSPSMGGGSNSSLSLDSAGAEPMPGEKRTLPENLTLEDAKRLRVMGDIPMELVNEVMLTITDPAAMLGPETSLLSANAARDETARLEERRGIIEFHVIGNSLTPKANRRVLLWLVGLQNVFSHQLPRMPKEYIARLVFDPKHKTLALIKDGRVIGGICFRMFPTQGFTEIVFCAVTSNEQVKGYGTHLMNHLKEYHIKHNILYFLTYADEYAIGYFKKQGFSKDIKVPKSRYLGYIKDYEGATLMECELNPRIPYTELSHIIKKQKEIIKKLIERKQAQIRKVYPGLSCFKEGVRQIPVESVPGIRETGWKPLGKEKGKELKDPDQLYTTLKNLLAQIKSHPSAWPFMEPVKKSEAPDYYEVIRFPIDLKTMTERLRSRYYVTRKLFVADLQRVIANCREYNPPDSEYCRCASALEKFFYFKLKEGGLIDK
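Compounds, pin-transferred from DMSO stocks, meet 20nM GCN5L2 for 15 min before the reaction begins with H3(1-25) peptide (75uM) and acetyl-CoA (70uM). Thiol-reactive ThioGlo1 reports CoA release over 20 min at room temperature.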
DT40 TDP1 no CPT: qHTS for Inhibitors of human tyrosyl-DNA phosphodiesterase 1 (TDP1): qHTS in cells in absence of CPT; DT40 Tdp1-/- hTDP1 cells, no CPT, ATP luminescence, 48 h; Potency, µM (doses to about 46.2 µM), without a hit: at the highest dose activity change, negative = growth inhibition, hits mostly inhibitors; actives 15% (n = 420,000); note: nearly all actives have a fitted effect of over 55% in size
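A cellular qHTS used chicken DT40 cells lacking endogenous Tdp1 but carrying stably transfected human TDP1. Compounds were applied without camptothecin, and cell growth kinetics were judged by ATP-dependent luminescence after ≥48 hr.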
* hit, by the source's call; ? = inconclusive; . = not tested or not shown; & = joins results of further samples; [ ] = another dose, or the depositor's remark. Calls come from the whole dose curve; as a rule, active = well fitted curve in the direction sought with a large enough effect; inconclusive = small, poorly fitted or top-dose-only effect, or another doubt; inactive = no such curve, though single readings can be large; an effect the other way counts as inactive or inconclusive. % is set by controls: 0 for no effect and ±100 for the full control effect; potency is the fitted concentration of half-maximal effect. A portion of the library; rates above refer to the full screens.

Start of the data: the first two compounds as a preview:
Every second line gives: DT40 TDP1 CPT	KAT2A inh	DT40 TDP1 no CPT
1) Cc1ccc(S(=O)(=O)N2CCC(Oc3cccc(C(F)(F)F)c3)CC2)cc1
  ?	-11%	?
2) Cc1ccc2cccc(OCC(=O)Nc3ccc(N4CCOCC4)cc3)c2n1
  -27%	2%	?

Main list, repeating the preview:
Every second line gives: DT40 TDP1 CPT	KAT2A inh	DT40 TDP1 no CPT
1) Cc1ccc(S(=O)(=O)N2CCC(Oc3cccc(C(F)(F)F)c3)CC2)cc1
  ?	-11%	?
2) Cc1ccc2cccc(OCC(=O)Nc3ccc(N4CCOCC4)cc3)c2n1
  -27%	2%	?
3) CC1CCC(NC(=O)c2[nH]c(C(F)(F)F)nc2-c2ccccc2)CC1 (centres undefined)
  -19%	.	-26%
4) COc1cc2c(cc1NCc1ccccn1)oc1ccccc12
  ?	-7%	-19%
5) COc1ccc(C(=O)C2CCCN(Cc3cnc(N4CCOCC4)s3)C2)cc1F (centres undefined)
  3%	-11%	-20%
6) COc1cc(/C=N/N=C(\N)c2nonc2N)cc(OC)c1O
  -10%	-2%	?
7) COc1ccc(NC(=O)Nc2ccccc2)cc1S(=O)(=O)N1CCCCC1
  -15%	1%	?
8) Cc1nnc(SCc2ccc(Cl)cc2)n1CC1CCCO1 (centres undefined)
  -15%	1%	-23%
9) Cc1cc(C)c2sc(N)nc2c1
  11%	1%	9%
10) CCC(CO)Oc1cc(NCc2ccccc2)c2ncn(C3CCCC3)c2c1 (centres undefined)
  ?	-4%	?
11) O=C(Nc1nnc(N2CCCCCC2)s1)Nc1ccccc1C(F)(F)F
  -5%	-4%	-30%
12) Cn1ncc(Br)c1C(=O)NC1CCCCCCC1
  -4%	-1%	2%
13) COc1ccc(NC(=O)CSc2nc3[nH]ncc3c(=O)n2-c2ccccc2OC)cc1OC
  -4%	-6%	-24%
14) Oc1ccc(CN2CCCCC2)nc1-c1ccccc1
  0%	-1%	-16%
15) CC(C)c1ccc(NC(=O)CSC2=Nc3ccccc3C3=NC(CC(=O)NCCc4ccccc4)C(=O)N23)cc1 (centres undefined)
  ?	-5%	?
16) Cc1nc(CC(=O)Nc2ccc(N(C)C)cc2)cs1
  -6%	-2%	1%
17) CCc1cccc2c(C(=O)COC(=O)c3cccc(S(=O)(=O)N(C)C4CCCCC4)c3)c[nH]c12
  ?	-5%	-25%
18) CC(C)(C)c1ccc(COn2c(=O)c(-c3ccco3)[n+]([O-])c3ccccc32)cc1
  -6%	-6%	5%
19) O=C(CCC1CCCN(C(=O)c2ccc3cc[nH]c3c2)C1)NCc1ccc(F)c(F)c1 (centres undefined)
  ?	4%	-16%
20) Cc1onc(-c2ccccc2)c1C(=O)NC(=S)NNC(=O)c1cccnc1
  2%	0%	?
21) CCCCC(=O)Nc1nnc(S(=O)(=O)N2CCCc3ccccc32)s1
  -9%	-1%	-8%
22) CC(=O)c1cc(-c2ccccc2)n(CC(=O)Nc2ccc(C)c(C)c2)c1C
  ?	-1%&-8%	12µM*
23) CCc1cccc(C)c1NC(=O)Cn1ncc2c3ccccc3n(Cc3ccccc3)c2c1=O
  10µM*	-2%	8.2µM*
24) Nc1c(-c2ccccc2)nnn1Cc1ccccc1
  -18%	.	-4%
25) COc1cc2cc(CN(CCO)S(=O)(=O)c3ccccc3Cl)c(=O)[nH]c2cc1OC
  1%	-6%	-17%
26) CCOC(=O)CSc1nnc(Cn2nnc(-c3ccccc3)n2)n1C
  2%	2%	5%
27) Cc1ccccc1OCC(=O)NCC(c1ccc(Cl)cc1)N1CCCCC1 (centres undefined)
  21µM*	-7%	13µM*
28) COc1ccc(C(NC(=O)C2CCCCC2)c2c(O)ccc3ccccc23)cc1 (centres undefined)
  ?	-8%	18µM*
29) COc1ccc(NC(=O)N(Cc2ccc(C)cc2)Cc2ccccn2)c(OC)c1
  26µM*	.	?
30) O=C(Cn1c(=O)cnc2ccccc21)N1CCN(S(=O)(=O)c2ccccc2Br)CC1
  -19%	0%	-20%
31) COc1ccc(Oc2ncc3nc(-c4ccc(Cl)cc4)c(=O)n(C4CC4)c3n2)cc1
  8%	-12%	16%
32) CCOc1cc2[nH]c(=S)n(CCc3ccc(OC)c(OC)c3)c(=O)c2cc1OCC
  ?	-4%[0.501 µM]	?
33) CCN(CC)c1ccc(NC(=O)COC(=O)Cc2ccsc2)cc1
  ?	4%	?
34) CC1(C(=O)Nc2cccc3cccnc23)CCN1C(=O)CCC1CCCC1 (centres undefined)
  16µM*	.	16µM*
35) CCC1c2ccc(C)n2CCN1C(=O)Nc1ccc(F)cc1 (centres undefined)
  ?	-4%	?
36) CCOC(=O)c1ccc(NC(=O)c2nc[nH]c2C(=O)NCCCCCNC(=O)OC(C)(C)C)cc1
  ?	5%	18µM*
37) COC(=O)NCc1ccc(Cl)c(Cl)c1
  ?	-2%	-16%
38) O=C(COc1ccccc1F)NC1CCN(Cc2ccccc2)CC1
  -4%	2%	10%
39) COc1ccc(NC(=O)c2ccccc2NS(C)(=O)=O)cc1OC
  21µM*	-10%	10µM*
40) CCNC(=O)C1(C)CCCN(C(=O)c2sc(-c3ccccc3)nc2C)C1 (centres undefined)
  0%	.	9%
41) Cc1cc(C)cc(N(CC(=O)Nc2ccc(Br)cc2)S(=O)(=O)c2c(C)[nH]c(=O)[nH]c2=O)c1
  9%	?	9%
42) Cc1ccc(CCNC(=O)c2ccc3c(=O)n(-c4ccc(C)cc4)c(=O)[nH]c3c2)cc1
  1%	1%	-13%
43) CSc1ccc(S(=O)(=O)N2CCC(C(=O)N3CCOCC3)CC2)cc1
  -2%	-3%	-19%
44) O=c1cc(-c2ccc(O)c(O)c2)oc2cc(O)c([C@@H]3O[C@H](CO)[C@@H](O)[C@H](O)[C@H]3O)c(O)c12
  5%	-9%	12%
45) O=C(Cc1ccccc1)NC1(Cc2ccc(O)cc2)CCCCC1
  -25%	-3%	-26%
46) CSc1nc2c(cnn2-c2ccc(C)c(C)c2)c(=O)[nH]1
  -18%	-6%	-7%
47) c1ccc2c(c1)[nH]c1c(NCC3CCCO3)ncnc12 (centres undefined)
  ?	-3%	15µM*
48) CCC1=C(C(=O)OC)C(c2cc(OC)ccc2OC)C(C#N)=C(N)O1 (centres undefined)
  -14%	-19%	-25%
49) Cc1nn(-c2ccccn2)c2c1-c1nc(N)ncc1CC2
  ?	-1%	?
50) COc1ccc(OC(=O)c2nc(SCc3ccccc3F)ncc2Cl)cc1
  -9%	-5%	-22%
51) O=C(Nc1cn(-c2ccccc2)nc1-c1cccs1)c1ccco1
  ?	-11%	?
52) O=S(=O)(c1ccc(SCc2ccccc2)nc1)N1CCCC1
  ?	-7%	-27%
53) CCOC(=O)Nc1nnc(-c2ccc(OC)cc2)s1
  -11%	-6%	-2%
54) Cc1ccc(C)c(NC(=O)CN2C(=O)CCc3cc(S(=O)(=O)N4CCCCC4)ccc32)c1
  ?	-10%	?
55) CCN(CC)CCNCC(=O)Nc1ccc(Oc2ccccc2)cc1
  -19%	-1%	?
56) CN(C)CCCNC(=O)CC(c1ccccc1)c1ccccc1O (centres undefined)
  4%	.	-14%
57) CCc1cccc2c(C(O)(c3c[nH]c4c(CC)cccc34)c3c[nH]c4c(CC)cccc34)c[nH]c12
  ?	.	?
58) CCOC(=O)N1CCC(=NNC(=O)Cn2ccc(C(F)(F)F)n2)CC1
  -4%	-9%	0%
59) COC(=O)c1ccc(NC(=O)CCOc2ccccc2)cc1
  -20%&-14%	0%&3%	-19%&-3%
60) CC(C)c1ccc(NC2CCCN(C(=O)CN3CCCC3=O)C2)cc1 (centres undefined)
  -21%	-6%	7%

(next part)
Every second line gives: DT40 TDP1 CPT	KAT2A inh	DT40 TDP1 no CPT
61) Cc1ccc(C(=O)Nc2nccs2)cc1
  0%	-10%	-19%
62) COc1cccc2c(=O)c(C/C=C(/C)Cl)c(C)[nH]c12
  -1%	-7%	?
63) c1coc(CN2CN=C(Nc3nc4ccccc4s3)NC2)c1
  -2%	0%	-24%
64) COc1ccccc1CNC(=O)COC(=O)c1ccc2c(=O)n3c(nc2c1)CCCCC3
  1%	1%	7%
65) O=C(CN1CCCCC1)Nc1ccc(S(=O)(=O)N2CCOCC2)cc1
  -3%	-7%	-11%
66) Cc1c(C(=O)OCC(=O)N(C)c2ccccc2)cccc1[N+](=O)[O-]
  2%	-5%	-25%
67) COc1cnc(-c2ccccn2)nc1N(C)c1ccccc1
  0.52µM*	-3%	0.41µM*
68) CN1c2ccc([N+](=O)[O-])cc2C(C)(C)C12C=Cc1cc(C(=O)O)ccc1O2 (centres undefined)
  2%	1%	13%
69) COC(=O)C1=C(Nc2ccc(C)cc2)C=C(C)C(C(=O)OC)C1c1cccc(OC)c1 (centres undefined)
  ?	-13%	?
70) CCOC(=O)Cc1c(C)nc2c(C#N)c(C)nn2c1C
  ?	-4%	?
71) CCOc1cc(NC(=O)C2CCCO2)c(OCC)cc1NC(C)=O (centres undefined)
  -10%	-1%	-10%
72) CCOc1ccc2nc(NC(=O)c3cccnc3)sc2c1
  -22%	-1%	-12%
73) O=C(OCc1ccc(F)cc1)c1cc(S(=O)(=O)N2CCCCC2)ccc1N1CCOCC1
  29µM*	-1%	12µM*
74) Cc1ccc(NC(=O)CN2C(=O)CCc3cc(S(=O)(=O)N4CCOCC4)ccc32)c(C)c1
  -18%	14%	-15%
75) CCCN1C2CCCC1CC(NC(=O)c1cc(OC)cc(OC)c1)C2 (centres undefined)
  3%	-3%	3%
76) CC(Oc1ccc2c(-c3ccccc3)cc(=O)oc2c1)C(=O)NCCN1CCOCC1 (centres undefined)
  ?	-5%	?
77) COc1ccc(Cc2nc(-c3ccccc3)no2)cc1
  -12%	-9%	-16%
78) CCc1ccc(NC(=O)CN(c2ccc(OC)cc2)S(=O)(=O)c2c(C)nn(C)c2C)cc1
  ?	-7%	-2%
79) O=C(c1ccc(S(=O)(=O)NCC2CCCO2)cc1)N1CCN(c2ccccc2)CC1 (centres undefined)
  -23%	0%	-23%
80) Cc1cccc(N2CC(C(=O)OCC(=O)Nc3sccc3C(N)=O)CC2=O)c1C (centres undefined)
  -2%	-2%	-17%
81) O=C(Cn1c(C(F)(F)F)nc2ccccc21)c1ccccc1
  ?	2%	-21%
82) Cc1ccc(-c2cc(C(=O)N3CCN(S(=O)(=O)c4ccc(Br)s4)CC3)[nH]n2)cc1C
  15µM*	-13%	13µM*
83) CCC(=O)N(C)CCc1cc2c(c(OC)c1/C=N/NC(=O)[C@H]1C[C@@H]1c1ccccc1)OCO2
  -30%	-1%	?
84) N/C(=N\OC(=O)CCCOc1ccc(Cl)cc1Cl)c1ccccn1
  -10%	-4%	7%
85) CC1CCCCN1C(=O)CSc1nnc(-c2ccccc2O)o1 (centres undefined)
  ?	-2%	?

A second format for 14 compounds above.
no.	canonical_smiles	DT40 TDP1 CPT	KAT2A inh	DT40 TDP1 no CPT
72	CCOc1ccc2nc(NC(=O)c3cccnc3)sc2c1	-22%	-1%	-12%
73	O=C(OCc1ccc(F)cc1)c1cc(S(=O)(=O)N2CCCCC2)ccc1N1CCOCC1	29µM*	-1%	12µM*
74	Cc1ccc(NC(=O)CN2C(=O)CCc3cc(S(=O)(=O)N4CCOCC4)ccc32)c(C)c1	-18%	14%	-15%
75	CCCN1C2CCCC1CC(NC(=O)c1cc(OC)cc(OC)c1)C2 (centres undefined)	3%	-3%	3%
76	CC(Oc1ccc2c(-c3ccccc3)cc(=O)oc2c1)C(=O)NCCN1CCOCC1 (centres undefined)	?	-5%	?
77	COc1ccc(Cc2nc(-c3ccccc3)no2)cc1	-12%	-9%	-16%
78	CCc1ccc(NC(=O)CN(c2ccc(OC)cc2)S(=O)(=O)c2c(C)nn(C)c2C)cc1	?	-7%	-2%
79	O=C(c1ccc(S(=O)(=O)NCC2CCCO2)cc1)N1CCN(c2ccccc2)CC1 (centres undefined)	-23%	0%	-23%
80	Cc1cccc(N2CC(C(=O)OCC(=O)Nc3sccc3C(N)=O)CC2=O)c1C (centres undefined)	-2%	-2%	-17%
81	O=C(Cn1c(C(F)(F)F)nc2ccccc21)c1ccccc1	?	2%	-21%
82	Cc1ccc(-c2cc(C(=O)N3CCN(S(=O)(=O)c4ccc(Br)s4)CC3)[nH]n2)cc1C	15µM*	-13%	13µM*
83	CCC(=O)N(C)CCc1cc2c(c(OC)c1/C=N/NC(=O)[C@H]1C[C@@H]1c1ccccc1)OCO2	-30%	-1%	?
84	N/C(=N\OC(=O)CCCOc1ccc(Cl)cc1Cl)c1ccccn1	-10%	-4%	7%
85	CC1CCCCN1C(=O)CSc1nnc(-c2ccccc2O)o1 (centres undefined)	?	-2%	?
